RMI-FANCM inh: inhibitors of human RMI core complex binding to FANCM MM2. Fluorescence polarization, RMI core complex with F-MM2 peptide; stronger effect = lower value. FP signal (polarization) at 33 µM. 70,000 compounds, 0.58% hits; in the data active means FP signal below about 40; further: inactives centre near 61; strong numbers were not always called active; unit not given here
The depositor's hits bear a star; & = joins results of further samples. These rows are one share of the data (hit frequency here may not be typical).

RMI-FANCM inh | Structure
56 | CCOC(=O)CN(C(=O)COc1nc(-c2ccccc2)cc(C)c1C#N)c1cccc(C(F)(F)F)c1
61 | O=C(Nc1nnc(-c2cccs2)o1)c1cccc(C(F)(F)F)c1
65 | CC(C)(C)OC(=O)Cn1cnc2c(-c3ccccc3)csc2c1=O
61 | O=C(NCCOc1ccc2c(c1)OCO2)c1ccc(S(=O)(=O)N2CCOCC2)cc1
59 | Cc1cccn2cc(CNS(=O)(=O)c3ccc4ccccc4c3)nc12
67 | O=C(Cc1ccccc1)NC(Nc1ccc([N+](=O)[O-])cc1)C(Cl)(Cl)Cl (stereo unspecified)
71 | CCOC(=O)c1c(-c2cccs2)csc1NC(=O)CN1C(=O)c2ccccc2C1=O
54 | Nc1nc2nc(Br)[nH]c2c(=O)[nH]1
66 | O=S(=O)(NCc1ccc2c(c1)OCO2)c1ccccc1
74 | Nc1c(C(=O)NCC2CCCO2)c2nc3ccccc3nc2n1/N=C\c1ccco1 (stereo unspecified)
50 | CCOC(=O)Cn1c(=O)c(C(=O)NC(=O)OCC)cn(Cc2cccs2)c1=O
86 | O=C(COc1ccc(Cl)cc1Cl)NCC1CCN(C2CCCC2)CC1
51 | O=C(Nc1ccc(F)cc1F)NC1CCN(Cc2c(F)cccc2Cl)CC1
70 | COc1cc2nc3sc(NCc4ccccc4)nn3c(=O)c2cc1OC
62 | Cc1sc2c(c1C)c(=O)nc1scc(CC(=O)O)n12
65 | Cc1ccc(C(=O)N/C(=C\c2ccc(-c3ccc(S(N)(=O)=O)cc3)o2)C(=O)NCCCO)cc1
62 | CCCc1cc(NCCCn2ccnc2)n2nc3nc(C)cc(C)c3c2n1
63 | COC(=O)c1ccc(C(=O)Nc2nnc(-c3ccc(Cl)s3)o2)cc1
55 | CS(=O)(=O)n1ccc(-c2cccc([N+](=O)[O-])c2)n1
65 | CCOc1ccc(C)cc1S(=O)(=O)Nc1ccc2c(c1)CC(=O)N2

Entries from the list above that have a halogen, in the order listed:
RMI-FANCM inh | Structure
56 | CCOC(=O)CN(C(=O)COc1nc(-c2ccccc2)cc(C)c1C#N)c1cccc(C(F)(F)F)c1
61 | O=C(Nc1nnc(-c2cccs2)o1)c1cccc(C(F)(F)F)c1
67 | O=C(Cc1ccccc1)NC(Nc1ccc([N+](=O)[O-])cc1)C(Cl)(Cl)Cl (stereo unspecified)
54 | Nc1nc2nc(Br)[nH]c2c(=O)[nH]1
86 | O=C(COc1ccc(Cl)cc1Cl)NCC1CCN(C2CCCC2)CC1
51 | O=C(Nc1ccc(F)cc1F)NC1CCN(Cc2c(F)cccc2Cl)CC1
63 | COC(=O)c1ccc(C(=O)Nc2nnc(-c3ccc(Cl)s3)o2)cc1

(listing goes on)
RMI-FANCM inh | Structure
58 | Cc1nc(C)c(C(=O)NC(c2ccccc2)c2ccccc2)o1
61 | O=C(CCc1ccc(-c2ccc(Cl)cc2)o1)Nc1ccc(C(=O)O)cc1
62 | Cc1nnc(-c2ccc(OCC(=O)Nc3ccccc3F)cc2)o1
59 | COc1ccc2[nH]c(C(=O)NCCCn3ccnc3)cc2c1
54 | O=C(O)c1c2ccccc2cc2ccccc12
65 | O=C(Nc1ccc(N2CCCC2=O)cc1)c1ccccc1
55 | CC(C)(C)NC(=S)NC1CC1
61 | c1ccc(-n2ncc3c(NC4CCCCCC4)ncnc32)cc1
56 | O=C(CSc1nc2ccccc2n1S(=O)(=O)c1ccc(Br)cc1)Nc1ccc(Br)cc1F
71 | Cn1c(=NC(=O)COCC(=O)N=c2sc3c4ccccc4ccc3n2C)sc2c3ccccc3ccc21
68 | COc1cc(C)ccc1CNC(=O)/C(C#N)=C/c1ccc(-c2cccc(Cl)c2)o1
63 | COc1cc2c(cc1OC)C(COc1cccc(C(F)(F)F)c1)N(C(=O)c1ccccc1[N+](=O)[O-])CC2 (stereo unspecified)
50 | N#C/C(=N/OS(=O)(=O)c1ccc(Cl)c(Cl)c1)c1c(Cl)cccc1Cl
59 | COc1ccc(-c2cc(=O)n(Cc3cccc(C(F)(F)F)c3)cn2)cc1
62 | CCC(C(=O)N1CCN(Cc2nc(C)cs2)CC1)c1ccccc1 (stereo unspecified)
84 | CCOc1ccc(-c2noc(CS(=O)(=O)c3cc(OC)ccc3OC)n2)cc1
75 | CCOC(=O)c1c(NC(=O)CN2CCN(CC)CC2)sc2c1CCC(C)C2 (stereo unspecified)
67 | COc1ccc(C(=O)N2CCN(c3ccc(-c4ccccc4)nn3)CC2)cc1OC
63 | NNC(=O)c1cc2cc(F)ccc2[nH]1
49 | CCOC(=O)c1cn[nH]c1NC(=S)NCc1ccccc1
68 | O=C(OCn1nnc2ccccc2c1=O)c1ccc(S(=O)(=O)N2CCCCC2)cc1
71 | Cn1c(=NC(=O)c2ccc([N+](=O)[O-])cc2)sc2cc3c(cc21)OCO3
50 | O=C1CCN(Cc2ccccc2)C(=O)N1c1ccc2c(c1)CCO2
66 | Cc1nc(C)c(C(=O)NCCNC(=O)c2ccc(NC(=O)C(C)C)cc2)s1
56 | CC(C)(C)c1cc(CCC(=O)NNC(=S)NC(=O)c2ccccc2)cc(C(C)(C)C)c1O
47 | COC(=O)c1sccc1-n1cc(C#N)c(=O)n(Cc2ccccc2)c1=O
70 | O=S(=O)(NCC(c1ccsc1)N1CCCCCC1)c1ccccc1Cl (stereo unspecified)
137 | CC(C)Cc1ccc(S(=O)(=O)Cc2nc(-c3ccc(Cl)cc3)no2)cc1
68 | Nc1noc2ncccc12
64 | COc1ccc(S(=O)(=O)Nc2ccc3c(c2)OCC(C)(C)C(=O)N3C)cc1F
61 | Cc1onc(-c2ccccc2)c1C(=O)NNC(=O)C1CC1
67 | CCOCC(=O)NCCn1ncc2c(=O)n(Cc3ccc(C)cc3)cnc21
61 | COc1ccc(-c2ccc3nnc(SCc4cccc(F)c4)n3n2)cc1
56 | CN1C(=O)NC2(CCN(S(=O)(=O)c3cccnc3)CC2)C1=O
54&52&51 | CCOC(=O)C1=C[C@]2(CC)CCCN3CCc4c(n1c1ccccc41)[C@@H]32
61 | CCc1ccc(S(=O)(=O)N2CCCC(c3nnc(CC(C)(C)C)o3)C2)cc1 (stereo unspecified)
57 | Cc1ccc(/C=N\N=C2\SCC(=O)N2CC2CC2)cc1
59 | Cc1ccc(C(C)C)c(OC(=O)NC2(C(F)(F)F)Oc3ccc(Cl)cc3O2)c1 (stereo unspecified)
68 | CN(C)c1ccc(CCNC(=O)COc2ccc(Cl)cc2Cl)cc1
98 | CCOCCn1c(=NC(=O)/C=C/c2cccs2)sc2cc(NC(C)=O)ccc21
56 | CCOC(=O)C(C)Sc1nnc(NC(=O)Nc2ccccc2)s1 (stereo unspecified)
63 | S=c1[nH]nc(-c2ccc(Cl)cc2)n1-c1ccccc1
60 | COc1ccc(CCNC(=O)C(=O)Nc2ccc3c(c2)CCCN3C(=O)c2cccs2)cc1
61 | CSc1nn(CO)c(=S)s1
66 | O=C(Nc1nc(C23CC4CC(CC(Cl)(C4)C2)C3)cs1)c1cccc(Cl)c1
61 | O=C(CCn1cccc(C(F)(F)F)c1=O)NNC(=O)c1cccc(Cl)c1
67 | CC(Cn1cncn1)C(=O)N1CCN(S(=O)(=O)c2ccccc2)CC1 (stereo unspecified)
60 | O=S(=O)(Nc1cccc(-c2nc3cccnc3s2)c1)c1ccc(Cl)s1
62 | Cc1nc2ccccc2n1Cc1ccc(C(=O)NCc2ccc3c(c2)OCO3)o1
72&39 | CN1CCC(=C2c3ccccc3Sc3ccccc32)CC1

(listing goes on)
RMI-FANCM inh | Structure
65 | NC(=O)c1nnc2cc(-c3ccccc3)nn2c1-c1ccccc1Cl
63 | Fc1ccc(-c2[nH]ncc2CN2CCN(Cc3ccc4c(c3)OCO4)CC2)cc1
63 | O=S(=O)(Nc1ccccc1)c1ccc2c(c1)Cc1cc(S(=O)(=O)Nc3ccccc3)ccc1-2
60 | CCc1cccc2sc(NC(=O)/C=C\c3ccccc3)nc12
121 | O=C(c1cccc(Cl)c1)N1CCN(Cc2nc(-c3ccc(F)cc3)cs2)CC1
90 | C/C=C\C(=O)Nc1cc(C)nn1-c1nc(-c2cccc(OC)c2)cs1
57 | Cc1cccc(C)c1NC1=NC(=S)N(c2cccc(O)c2)C12CCC(C(C)(C)C)CC2 (stereo unspecified)
56 | CC(=O)Oc1c(C)c(C)c2c(c1C)CCC(C)(CCCC(C)CCCC(C)CCCC(C)C)O2 (stereo unspecified)
56 | N/C(=N/OC(=O)CCOc1ccc(F)cc1)c1ccc([N+](=O)[O-])o1
69 | COc1ccc(C(=O)Nc2ccc3c(c2)CC(=O)N3)c(OC)c1
67 | COc1cc(NC(=O)NCCOc2ccc3nnc(-c4ccccc4)n3n2)cc(OC)c1
63 | COc1ccccc1NC(=O)Cn1c(=O)n(CCCCC(=O)NC(C)C)c(=O)c2ccccc21
55 | Cc1ccc(N2CCn3c(SCC(=O)NCC4CCCO4)nnc32)cc1 (stereo unspecified)
42 | O=C(NCc1csc(-c2cccs2)n1)C1=Cc2ccccc2OC1
61 | O=C(CC1(O)C(=O)Nc2ccc(Br)cc21)c1ccccn1 (stereo unspecified)
62 | O=c1cccnn1CCCNS(=O)(=O)c1ccccc1Cl
70 | Cc1nc2sccn2c1C=O
54 | O=C(NNC(=NS(=O)(=O)c1ccccc1)NNC(=O)c1ccc(F)cc1)c1ccc(F)cc1
74 | O=C(Nc1nnc(-c2ccc(Br)cc2)o1)c1cc(Cl)sc1Cl
63 | COc1ccccc1C(=O)NC(C)c1nc2ccccc2n1Cc1ccccc1F (stereo unspecified)
61 | COc1cc(C(=O)N2CCCC(c3nnc(-c4cccs4)o3)C2)cc(OC)c1OC (stereo unspecified)
61 | Oc1ccc(-n2nnnc2SCc2c(F)cccc2Cl)cc1
60 | COc1cc(C(=O)NNC(=O)c2cc(Cl)ccc2N)cc(OC)c1OC
68 | O=C(NCCc1ccccc1)c1sccc1S(=O)(=O)N1CCN(c2ccccc2F)CC1
64 | COc1ccc(-c2cc(=O)c3ccccc3o2)cc1OC
62 | Cc1cccc(NC(=O)N2CCC(c3nnc(C4CC4)s3)CC2)c1
59 | COC(=O)c1cc(Br)c(Br)s1
82 | COc1cccc(-c2ccc3nnc(SCC(=O)c4ccc(Cl)cc4)n3n2)c1
70 | Cc1ccc(/C=C/S(=O)(=O)N2CCN(c3ccc(-c4cccs4)nn3)CC2)cc1
74 | COc1ccccc1CCNC(=O)Cn1cnc(-c2ccc(C)cc2)cc1=O
89 | C=CCn1c(=NC(=O)c2ccc(C(=O)OC)cc2)sc2cccc(OC)c21
83 | CCc1cccc(C)c1NC(=O)CSc1nc2cc(-c3ccccc3)sc2c(=O)n1C
61 | O=C(CSc1nc2c(sc(=S)n2-c2ccc(Cl)cc2)c(=O)[nH]1)Nc1ccccc1F
52 | N#CCC(=O)Nc1ccncc1
62 | O=C(Nc1ccccc1-c1nc2ccccc2s1)c1cc(Cl)ccc1[N+](=O)[O-]
55 | CC(=O)CCS(=O)(=O)c1ccc(C)cc1
72 | Cc1cc(C)c(C)c(S(=O)(=O)N2CCN(c3ccc(Cl)c(Cl)c3)CC2)c1C
54 | O=C(Nc1c(C(=O)Nc2ccc3c(c2)OCCO3)oc2ccccc12)c1cc([N+](=O)[O-])ccc1Cl
59 | COc1ccc2c(c1)CCC/C2=N/NC(N)=O
88 | Cc1ccc(Cl)c2sc(N(Cc3cccnc3)C(=O)COc3ccccc3F)nc12

Four entries out of the list, ordered by number of heavy atoms, ascending.
RMI-FANCM inh | Structure
52 | N#CCC(=O)Nc1ccncc1
62 | O=C(Nc1ccccc1-c1nc2ccccc2s1)c1cc(Cl)ccc1[N+](=O)[O-]
88 | Cc1ccc(Cl)c2sc(N(Cc3cccnc3)C(=O)COc3ccccc3F)nc12
83 | CCc1cccc(C)c1NC(=O)CSc1nc2cc(-c3ccccc3)sc2c(=O)n1C

More entries:
RMI-FANCM inh | Structure
61 | Cn1c2ccccc2c2ccc(C3C=NNC3=O)cc21 (stereo unspecified)
89 | Cc1ccc2sc(N(CCCN(C)C)C(=O)c3ccc(S(=O)(=O)N4CCOCC4)cc3)nc2c1C
65 | CN1CCc2cc(C(CNC(=O)NC(C)(C)C)N3CCCCC3)ccc21 (stereo unspecified)
58 | CSc1ccccc1NC(=O)c1cc2nc(C)ccc2o1
56 | COCCn1c(NC(=O)Nc2ccc3c(c2)OCO3)c2ccccc2nc1=O
50 | CCOC(=O)c1nn(-c2ccccc2)c2nc(Nc3ccccc3)c(C(C)=O)c(=O)n12
46 | COC(=O)c1ccccc1S(=O)(=O)N1CCc2[nH]c3ccc(F)cc3c2C1
63 | NCC(O)COCC1COc2ccccc2O1 (stereo unspecified)
57 | O=C(CSc1ccccc1[N+](=O)[O-])NNC(=O)c1ccccc1I
55 | CC(=O)N[C@H](CCc1ccccc1)C(=O)O
67 | COc1ccccc1OCC(=O)Nc1ccc2c(c1)OCC(C)(C)C(=O)N2
64 | ClCc1ccc(OCc2ccccc2)cc1
55 | O=c1[nH]c(SC/C=C/c2ccccc2)nc2[nH]ncc12
59 | CC(C)(C)c1csc(CN2CCN(CC(=O)Nc3ccccc3F)CC2)n1
74 | O=C(Cc1cn(Cc2ccccc2)c2ccccc12)Nc1nccs1
64 | CCOC(=O)c1cn(-c2ccc(C)c(C)c2)nn1
56 | O=C(Cn1cc(S(=O)(=O)c2ccccc2)c2ccccc21)NCC1CCCO1 (stereo unspecified)
55 | COc1ccc(S(=O)(=O)CCC(=O)N2CCNC(=O)C2(C)C)cc1
62 | Cc1cc(C(=O)Nc2c3c(nn2-c2ccccc2)CCC3)nn1C
61 | Cc1nc(C)c(C(=O)NCc2ccccc2Cl)o1

Some of the entries above, set out differently.
> NC(=O)c1nnc2cc(-c3ccccc3)nn2c1-c1ccccc1Cl
  RMI-FANCM inh = 65
> CC(C)(C)c1cc(CCC(=O)NNC(=S)NC(=O)c2ccccc2)cc(C(C)(C)C)c1O
  RMI-FANCM inh = 56
> c1ccc(-n2ncc3c(NC4CCCCCC4)ncnc32)cc1
  RMI-FANCM inh = 61
> COc1ccc(-c2cc(=O)c3ccccc3o2)cc1OC
  RMI-FANCM inh = 64

The results go on:
RMI-FANCM inh | Structure
63 | CCc1nnc(C2CCN(C(=O)COc3ccccc3)CC2)s1
60 | COc1ccc(C(=O)CC(SCCO)c2ccc(F)cc2)cc1OC (stereo unspecified)
59 | O=C(Nc1c2c(nn1-c1ccc([N+](=O)[O-])cc1)CSC2)c1ccccc1C(F)(F)F
83 | Cc1ccc(NC(=O)C(=O)NCC(=O)N2CCOC(c3ccccc3)C2)cc1F (stereo unspecified)
74 | COc1cccc(-c2csc(-n3nc(C)cc3NC(=O)/C=C/c3ccc(OC)c(OC)c3)n2)c1
